ABHD4 inh: ABHD4 inhibitors, primary screen, biochemical, fluorescence polarization, mouse; purified mABHD4, FP-Rh probe fluorescence polarization; (Lyso)-N-acylphosphatidylethanolamine lipase (Mus musculus), Q8VD66; inhibition, % at 8.92 µM; actives 0.54% (n = 370,000);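 active = inhibition exceeding the mean over every tested compound plus 3 SD, cut at about 30% in these data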;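 note: 0% = plate median of compound wells and 100% = S159A mutant with DMSO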
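Doses – 8.92 µM, single dose · Material – wild-type mouse ABHD4 protein · Replication – single well per compound (singlicate) · Measure – percent inhibition of probe binding, normalized to plate controls · Schedule – 45 min compound pre-incubation plus 60 min probe step, 25 °C · Detection – fluorescence polarization with parallel and perpendicular emission, 525/598 nm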
TDP2 inh: human TDP2 enzyme inhibitors, primary screen, biochemical, epi absorbance, recombinant enzyme; T5PNP hydrolysis, p-nitrophenol absorbance 415 nm; inhibition, % at 12.8 µM; actives 0.34% (n = 370,000); AID 720702, 2013;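 active = inhibition above the mean of all tested compounds plus 3 SD, set per campaign, cut at about 25% in these data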;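 note: 0% = DMSO with enzyme and 100% = buffer with substrate but no TDP2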
Target sequence (O95551 whole entry, looked up): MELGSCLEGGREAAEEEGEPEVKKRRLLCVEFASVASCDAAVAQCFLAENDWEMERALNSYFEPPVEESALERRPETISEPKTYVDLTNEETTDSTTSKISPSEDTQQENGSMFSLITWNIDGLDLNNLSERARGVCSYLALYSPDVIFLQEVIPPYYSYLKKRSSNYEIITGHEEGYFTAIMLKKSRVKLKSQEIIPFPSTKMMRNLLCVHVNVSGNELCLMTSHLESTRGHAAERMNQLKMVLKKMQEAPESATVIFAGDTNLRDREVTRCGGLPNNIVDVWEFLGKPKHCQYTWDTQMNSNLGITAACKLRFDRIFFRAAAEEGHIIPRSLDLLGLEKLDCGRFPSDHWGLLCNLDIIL
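System – recombinant human TDP2 · Amount – 120 nM TDP2 per well · Buffer or medium – Mg2+-containing Tris-HCl buffer, pH 7.5 · Reagent – T5PNP substrate, 5 mM · Dosing – 12.8 µM single point, 1% DMSO · Incubation – 2 h at 37 °C · Measured by – epi absorbance · Read-out basis – percent inhibition · Benchmarks – high control without enzyme, low control DMSO plus TDP2 · Repeats – singlicate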
TCR-CD3 inh: inhibitors of human TCR-CD3 interaction, primary screen, biochemical, fluorescence, TAMRA-labeled TCR probe; inhibition, % at 9.4 µM; T-cell receptor (TCR); actives 0.37% (n = 360,000); in the data active = inhibition above about 19%;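 note: recombinant mutant TCR 2C K166C tagged with TAMRA read by polarization; 0% = receptor in buffer alone and 100% = receptor with positive control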
SIAE inh: human SIAE inhibitors, primary screen, biochemical, fluorescence polarization, FP-Rh probe, 1536-well HTS; AID 1053197, 2014; inhibition, % at 9.66 µM; Sialate O-acetylesterase (Homo sapiens), Q9HAT2; SIAE FP-Rh probe binding; actives 0.69% (n = 370,000);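 active = inhibition above a cutoff: mean of compounds within the control limits plus 3 SD of those, cut at about 17% in these data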;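 note: 0% = plate median of compound wells and 100% = probe without SIAE protein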
HTRA1 inh: HTRA1 serine protease inhibitors, primary screen, biochemical, fluorescence polarization, HTS; Q92743; actives 0.5% (n = 340,000); recombinant HTRA1, FP-rhodamine activity-based probe; inhibition, % at 5.96 µM; in the data active = inhibition above about 36%;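 note: 0% = enzyme with DMSO and 100% = wells lacking enzyme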
MBD2 inh: inhibitors of MBD2 binding to methylated DNA, primary screen, biochemical, TR-FRET, DNA-binding domain, human | Methyl-CpG-binding domain protein 2 (Homo sapiens), Q9UBB5 | MBD2 binding to methylated oligonucleotide | inhibition, % at 4.4 µM | actives 0.31% (n = 370,000) | AID 686964, 2013; in the data active = inhibition above about 13%
Target sequence (Q9UBB5 whole entry, looked up, the tested form may be a part): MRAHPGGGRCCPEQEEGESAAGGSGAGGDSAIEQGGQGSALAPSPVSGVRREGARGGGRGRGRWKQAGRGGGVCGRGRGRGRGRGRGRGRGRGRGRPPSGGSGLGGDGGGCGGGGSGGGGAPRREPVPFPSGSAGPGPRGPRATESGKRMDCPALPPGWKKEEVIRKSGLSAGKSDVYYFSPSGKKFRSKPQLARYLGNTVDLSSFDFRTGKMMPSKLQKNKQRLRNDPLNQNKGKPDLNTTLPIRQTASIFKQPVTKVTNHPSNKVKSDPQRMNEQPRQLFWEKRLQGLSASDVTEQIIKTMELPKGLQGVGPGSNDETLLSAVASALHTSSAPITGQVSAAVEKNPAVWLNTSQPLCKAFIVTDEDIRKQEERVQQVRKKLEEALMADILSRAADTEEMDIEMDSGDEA
LEDGF integ inh: blockers of LEDGF/p75-dependent integrase strand transfer – biochemical, TR-FRET, high throughput, primary screen; inhibition, % at 3.7 µM; HIV-1 integrase (with human LEDGF/p75); AID 743269, 2014; actives 0.64% (n = 370,000); TR-FRET IN-LEDGF/p75 DNA integration, Eu/Cy5;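 active = inhibition above the screen-wide mean plus 3 SD, cut at about 13% in these data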;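 note: signal is the Cy5 over europium emission ratio at 671 and 618 nm; 0% = plate median of compound wells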
rCAG binder: binders of r(CAG) RNA repeats, primary screen, biochemical, fluorescence | r(CAG) RNA repeat, TO-PRO-1 dye displacement fluorescence | inhibition, % at 3 µM | actives 1.3% (n = 370,000) | AID 651821, 2012;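 active = inhibition above the plate cutoff, the mean of all test compounds on that plate plus 3 SD, cut at about 35% in these data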;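 note: 0% = DMSO alone and 100% = 100 µM mitoxantrone as full dye displacement; higher means more dye released from RNA so lower well fluorescence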
PRMT1 inh: PRMT1 methyltransferase inhibitors, primary screen, biochemical, fluorescence polarization | recombinant PRMT1, activity-based probe fluorescence polarization | inhibition, % at 2.79 µM | actives 1.3% (n = 370,000) | AID 652257, 2013;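 active = inhibition above about 21% made by adding two undisclosed values, limit read from the data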
NPR2 activator: human GC-B receptor activators, primary screen, HEK293 GC-B cells, cGMP TR-FRET, EC30 CNP. Atrial natriuretic peptide receptor 2 (Homo sapiens), P20594. 0% at EC30 CNP, 100% saturating CNP. activation, % at 10 µM. actives 0.11% (n = 370,000);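 active = activation at 10 µM reaching about 35% in either raw or pattern-adjusted values, limit read from the data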
* = called active by the depositor; . = not tested or not shown. Some of the compounds tested; the hit share may differ from the screen's.

SMILES | ABHD4 inh | TDP2 inh | TCR-CD3 inh | SIAE inh | HTRA1 inh | MBD2 inh | LEDGF integ inh | rCAG binder | PRMT1 inh | NPR2 activator
CCOc1ccc(NC(=O)CN(C)C(=O)Cn2cnc3c2c(=O)n(C)c(=O)n3C)cc1OCC | 0.1 | -6.2 | 1.0 | -5.2 | -3.5 | -0.5 | -1.6 | -2.7 | 0.7 | 3.4
CCOC(=O)N1CCC(N2Cc3cccc(C(=O)Nc4cccc(F)c4)c3C2=O)CC1 | 1.2 | 1.7 | 8.1 | 5.3 | 5.7 | 7.4 | -0.3 | 0.7 | 1.7 | -3.5
CCOC(=O)c1nnn2c3ccccc3c(=O)n(C)c12 | 6.7 | -1.6 | -3.2 | -2.4 | . | 3.0 | -1.8 | 0.8 | 0.6 | -0.3
CN(Cc1nc2ccccc2n1C)C(=O)c1cccs1 | 0.8 | 6.1 | 0.6 | 0.0 | -4.2 | -0.1 | 0.6 | -1.6 | -0.5 | 8.4
CC(=O)c1ccc2noc(-c3ccc(F)cc3)c2c1 | -3.5 | -2.3 | 2.0 | 3.4 | 7.4 | 2.4 | 1.3 | -11.1 | 8.0 | -1.1
O=C1CCC(C(=O)N2CCSCC2)CN1CCc1cccc(F)c1 (centres undefined) | 0.7 | 6.7 | -3.6 | -2.9 | 0.0 | 1.2 | -1.6 | -2.5 | -1.2 | 1.2
CCNC(=S)N(CCN(C)C)Cc1cc2cc3c(cc2[nH]c1=O)OCO3 | 2.2 | 14.0 | 0.7 | 2.4 | 3.5 | -5.9 | 1.1 | -1.6 | -4.8 | -0.3
O=c1c2c3c(sc2nc2n1N=C(c1cccs1)CS2)CCCC3 | 1.0 | 1.4 | 10.5 | 1.0 | 2.8 | -2.4 | -0.7 | 1.1 | 0.2 | 5.1
Cc1nn2c(-c3cccc(NC(=O)CSc4nc5ccccc5o4)c3)nnc2c2ccccc12 | -42.7 | 0.9 | 4.6 | -96.8 | -57.5 | -1.3 | 0.9 | 7.5 | 14.6 | 4.8
Cc1cccc(C(=O)c2c(N)sc3c2CCC(C)C3)c1 (centres undefined) | 8.0 | -0.4 | 5.4 | 0.0 | -5.6 | -1.4 | 3.3 | 16.1 | 9.7 | -0.8
Cc1ccc(NC(=O)COC(=O)c2c(C)nn(-c3ccccc3)c2C)cc1 | -16.9 | 0.8 | -7.0 | 2.6 | -10.2 | 1.8 | -0.4 | 1.8 | 2.8 | -0.8
CCC(Oc1ccccc1)C(=O)N1CC(C)CC(C)C1 (centres undefined) | 10.8 | -7.4 | -2.5 | -2.8 | 4.1 | 8.8 | -0.5 | -7.6 | 3.9 | -0.7
O=C(CCC(=O)OCC(=O)c1cccc([N+](=O)[O-])c1)NC1CCCCC1 | 6.2 | -1.8 | -8.4 | -3.7 | 10.3 | 2.4 | -3.9 | -6.8 | 2.5 | -1.3
CC(=O)Oc1ccccc1-c1nc(/C=C/c2ccccc2)no1 | -3.1 | 3.4 | 4.0 | 4.7 | 2.0 | -1.9 | 0.7 | 0.7 | 0.1 | -1.9
Nc1ccc(SC(F)(F)F)cc1C(=O)c1ccccc1 | -13.9 | -0.4 | 2.7 | -2.0 | -14.8 | 1.3 | -1.1 | -2.4 | -0.5 | -4.0
COc1cc(C2C(C#N)=C(N)N(N(C)C)C3=C2C(=O)CCC3)cc(OC)c1OC (centres undefined) | -2.5 | 4.1 | -0.2 | -1.5 | 7.0 | 0.5 | 0.7 | 1.6 | 2.6 | -2.5
O=c1cc(CSc2nnc(COc3ccccc3)o2)c2ccccc2[nH]1 | -11.1 | -0.3 | 5.0 | -1.0 | -4.5 | -1.6 | -1.1 | -6.0 | -0.9 | -5.2
CC(=O)Nc1ccc(C(=O)NCC(=O)OCc2ccccc2F)cc1 | -6.9 | 5.4 | -1.5 | 2.7 | 4.8 | -5.6 | 2.0 | -1.5 | -7.0 | -3.6
Cc1noc(C)c1S(=O)(=O)Nc1ccc2c(c1)C(=O)N([C@H](C)CO)C[C@H](C)[C@@H](CN(C)C(=O)Nc1ccc(C(F)(F)F)cc1)O2 | 1.9 | -10.9 | -2.8 | -8.6 | -2.9 | 3.4 | -4.8 | 16.5 | 3.4 | 0.2
Cc1ccc(OCC(=O)NCCCNC(=O)c2ccco2)cc1 | -7.0 | -9.9 | -8.5 | -6.2 | 2.3 | 7.2 | 1.8 | -0.2 | 7.8 | -3.1
CCC(=O)N1CCC2(CC1)Oc1ccc(F)cc1C(=O)C21CC(c2cccnc2)=NO1 (centres undefined) | -12.0 | 11.8 | -5.6 | -2.4 | -1.1 | 4.7 | -0.6 | 1.8 | 4.8 | -0.6
O=C(CCNc1cccc(F)c1)c1cc2ccccc2o1 | -6.8 | -5.7 | 5.7 | -1.1 | -3.6 | 0.1 | -2.0 | -0.4 | 15.6 | 0.5
CCC(C)NC(=O)c1cnn2c1NC(c1ccc3c(c1)OCO3)CC2C(F)(F)F (centres undefined) | 5.8 | 12.8 | 8.8 | 1.0 | -2.5 | -4.2 | -2.4 | -7.0 | -0.1 | 2.5
CC(=O)Nc1ccc(CN2CCN(CC=C(C)C)C(CCO)C2)cc1 (centres undefined) | -6.3 | 2.2 | 10.6 | 4.5 | 3.3 | -3.8 | 1.4 | -3.9 | -5.3 | -8.1
O=C(Nc1c2c(nn1-c1ccc(Cl)cc1)CS(=O)(=O)C2)c1ccccc1 | -10.8 | -22.7 | -0.6 | -3.5 | -4.1 | 2.5 | 1.4 | -2.5 | 5.4 | -4.8

In the list so far, three have a CF3 group.
SMILES | ABHD4 inh | TDP2 inh | TCR-CD3 inh | SIAE inh | HTRA1 inh | MBD2 inh | LEDGF integ inh | rCAG binder | PRMT1 inh | NPR2 activator
Nc1ccc(SC(F)(F)F)cc1C(=O)c1ccccc1 | -13.9 | -0.4 | 2.7 | -2.0 | -14.8 | 1.3 | -1.1 | -2.4 | -0.5 | -4.0
Cc1noc(C)c1S(=O)(=O)Nc1ccc2c(c1)C(=O)N([C@H](C)CO)C[C@H](C)[C@@H](CN(C)C(=O)Nc1ccc(C(F)(F)F)cc1)O2 | 1.9 | -10.9 | -2.8 | -8.6 | -2.9 | 3.4 | -4.8 | 16.5 | 3.4 | 0.2
CCC(C)NC(=O)c1cnn2c1NC(c1ccc3c(c1)OCO3)CC2C(F)(F)F (centres undefined) | 5.8 | 12.8 | 8.8 | 1.0 | -2.5 | -4.2 | -2.4 | -7.0 | -0.1 | 2.5

(further entries)
SMILES | ABHD4 inh | TDP2 inh | TCR-CD3 inh | SIAE inh | HTRA1 inh | MBD2 inh | LEDGF integ inh | rCAG binder | PRMT1 inh | NPR2 activator
Cc1nc(N)nc(Nc2ccc(Cl)cc2)c1Br | -6.6 | -4.8 | 8.8 | 4.6 | -8.4 | -6.1 | 3.5 | -0.9 | -3.0 | -1.6
COc1cc2c(cc1OC)C(=O)N(C)CC2 | 1.8 | -8.0 | -2.7 | -1.2 | -5.8 | -3.4 | -1.1 | 1.8 | 0.5 | -3.7
CC(C)c1ccc(CC(=O)N2CCC2(C)C(=O)Nc2ccc3c(c2)OCO3)cc1 (centres undefined) | 0.9 | 7.2 | 2.7 | -2.6 | . | 0.5 | 0.5 | -1.4 | -0.5 | -4.5
COC(=O)C1=C(C)N(Cc2ccc(F)cc2)C(=S)NC1c1cccc(F)c1 (centres undefined) | -15.5 | -8.7 | -5.7 | -4.7 | . | -1.1 | 3.5 | 2.3 | -3.7 | -7.7
OC(c1ccc(F)c(F)c1)c1ncc(-c2ccccc2F)[nH]1 (centres undefined) | -10.1 | 9.9 | -1.5 | 0.4 | . | -6.7 | 0.0 | -0.8 | -0.9 | -0.9
C=CCn1c(SCC(=O)N2CCOCC2)nc2sc(C)c(C)c2c1=O | -3.5 | 8.2 | 8.6 | 0.5 | 6.2 | -2.5 | 5.2 | -8.6 | -4.3 | -0.1
Cc1nnc(SCC(=O)NC(=O)NCc2ccco2)n1Cc1ccccc1 | 1.8 | 10.2 | 7.7 | -3.0 | -1.4 | 7.8 | 5.4 | -1.3 | 1.8 | 0.8
CCOC(=O)c1c(NC(=O)C(Sc2ccccc2)c2ccccc2)sc(C(N)=O)c1C (centres undefined) | -4.6 | 3.8 | -4.3 | -15.7 | -29.9 | 3.9 | -4.1 | 8.1 | 4.1 | 10.6
CCCCN(C(=O)c1cc(=O)[nH]c2ccccc12)c1c(N)n(CCCC)c(=O)[nH]c1=O | -6.1 | 9.1 | 4.7 | 7.4 | 5.7 | 2.6 | 0.6 | -1.7 | -1.0 | 4.3
O=C(c1cccc(F)c1)N1CCN(C2CCCCC2)CC1 | 3.7 | 4.7 | -3.1 | -4.6 | 1.2 | -0.4 | 3.3 | -4.6 | -1.2 | 2.3
CCCn1nnnc1NCc1ccc(OC)cc1 | -3.9 | -2.5 | -6.7 | 2.2 | 2.8 | 0.9 | 5.0 | 0.4 | -0.4 | -3.1
CC(=O)c1ccc(N2CCN(CC(O)COC(c3ccccc3)c3ccccc3)CC2)cc1 (centres undefined) | 6.6 | -3.0 | -5.8 | 8.4 | -8.1 | 4.6 | -4.1 | -0.2 | 2.9 | 1.1
Cc1ccc(C(=O)NC(Cc2ccc(C(C)(C)C)cc2)C(=O)O)cc1 (centres undefined) | 3.5 | 2.4 | 1.9 | 2.2 | -6.9 | -1.6 | 3.3 | 16.9 | 1.1 | 1.1
OCC1(CCOc2ccccc2)CCN(Cc2ccc3cccc(F)c3n2)CC1 | -9.8 | -13.9 | 6.9 | 0.7 | -1.3 | 1.9 | 4.5 | -8.0 | -7.1 | 6.8
CC(C)C(=O)Nc1cccc(C(=O)NCc2ccc(S(N)(=O)=O)cc2)c1 | -7.1 | -3.2 | 1.7 | 0.7 | 1.5 | 2.9 | -0.2 | 2.5 | 0.3 | 1.6
COc1ccc(CN(C(=O)c2cccs2)C(C(=O)NC2CCCCC2)c2ccc3ncccc3c2)cc1 (centres undefined) | 6.2 | 14.0 | -8.2 | 2.1 | -11.4 | 8.6 | -4.1 | -1.7 | 0.7 | -1.4
Cc1ccc2c(c1)N(CCCC(=O)NCc1c(F)cccc1F)C(=O)CO2 | -5.6 | -1.2 | . | -2.0 | . | -1.4 | -3.4 | -1.5 | -2.2 | 6.8
Cc1ccc(/C=C2\SC(=S)N(C(Cc3ccccc3)C(=O)O)C2=O)cc1 (centres undefined) | 2.0 | 4.3 | -2.8 | 15.6 | -25.1 | 6.4 | 0.2 | 42.2* | 4.0 | -3.5

High-throughput results deposited in PubChem by several laboratories.
